From PubChem
CYP2C19 act = cytochrome P450 2C19 (human) activation; P33261; recombinant CYP2C19, luciferin-H EGE luminescence; active compounds read high; 0 = fully inhibited enzyme, 1 = untreated enzyme; activation factor at 5 µM; 96,000 tested, under 10 active; AID 1025;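 active = activation factor of at least 2 at 5 µM in the primary screen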;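 note: 0 = wells with 2.5 mM tranylcypromine and 1 = vehicle-only wells; values of inactives mirror those of a sister screen read the other way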
Lung fibro prol = blocks proliferation of human lung fibroblasts; LL 47 human lung fibroblast viability, ATP luminescence; active compounds read low; 85,000 tested, 1.1% active; viability, % at 10 µM;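 active = viability at or below 50% in the single dose screen; inactive = viability above 50%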;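 note: compound exposure lasted 72 h before the ATP readout; 100% = median luminescence of untreated cell-only wells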
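Signal: luminescent ATP detection, CellTiter-Glo; assay system: LL 47 human lung fibroblasts; input: 1,150 cells/well; incubation: overnight cell rest, 72 h compound treatment at 37 °C; measure: % viability versus median cells-only luminescence; medium: IMEM growth medium with 15% fetal bovine serum; dosing: compound addition at 0.1% DMSO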
ERa coact pot = enhances coactivator binding to human estrogen receptor alpha. 86,000 tested, 1.3% active. TR-FRET ERalpha-LBD/SRC-Cy5 coactivator binding, 2 h; 100 = basal binding, no effect. AID 639. coactivator binding (% of control), % at 25.6 µM. P03372; in the data active = activity above about 200%;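 note: binding measured in presence of low estradiol as agonist stimulus; 0% = peptide alone without receptor and 100% = receptor with peptide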
Mac1 fbg inh = CD11b/CD18-fibrinogen binding inhibition. P05107+P11215. K562 CD11b/CD18 adhesion to fibrinogen, ATPlite luminescence; Mn2+ added to activate the integrin. inhibition, % at 10 µM. 93,000 tested, 0.54% active. AID 1497;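 active = primary inhibition of 50% or more at 10 µM, then 40% or more on retest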; note: some results filed as inactive read as strong as hits
Target sequence (P05107 whole entry, looked up, other chains not shown): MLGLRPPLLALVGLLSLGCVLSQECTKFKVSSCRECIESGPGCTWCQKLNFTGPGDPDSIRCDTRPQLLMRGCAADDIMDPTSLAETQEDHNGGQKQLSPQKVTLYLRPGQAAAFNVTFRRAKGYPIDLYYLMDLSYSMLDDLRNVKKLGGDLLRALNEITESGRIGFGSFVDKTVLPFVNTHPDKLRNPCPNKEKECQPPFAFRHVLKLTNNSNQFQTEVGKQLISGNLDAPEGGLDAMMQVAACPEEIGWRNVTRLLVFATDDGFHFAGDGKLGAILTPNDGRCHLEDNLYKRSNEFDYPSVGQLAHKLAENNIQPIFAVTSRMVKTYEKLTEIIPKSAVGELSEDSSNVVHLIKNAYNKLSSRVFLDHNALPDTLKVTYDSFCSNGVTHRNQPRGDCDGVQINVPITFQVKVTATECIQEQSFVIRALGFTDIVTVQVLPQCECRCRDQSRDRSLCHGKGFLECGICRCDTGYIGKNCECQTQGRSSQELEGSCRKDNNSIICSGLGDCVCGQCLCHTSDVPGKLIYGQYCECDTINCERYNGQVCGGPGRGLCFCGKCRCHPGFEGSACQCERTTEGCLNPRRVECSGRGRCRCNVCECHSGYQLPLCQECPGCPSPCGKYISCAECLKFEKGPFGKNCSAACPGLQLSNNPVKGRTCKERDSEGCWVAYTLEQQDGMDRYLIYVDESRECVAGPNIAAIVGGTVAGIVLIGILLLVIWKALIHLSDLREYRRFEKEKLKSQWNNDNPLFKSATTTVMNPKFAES
ERa SRC1 inh = blocks coactivator binding to human estrogen receptor alpha; inhibition, % at 25.6 µM; 86,000 tested, 1.7% active; P03372; TR-FRET ER-alpha LBD / SRC-1 peptide, estradiol-bound; in the data active = inhibition above about 50%;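 note: 0% = receptor plus peptide control and 100% = peptide only without receptor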
HUVEC inhibit = inhibitors of human endothelial cell proliferation; HUVEC proliferation, CellTiter-Glo luminescence, 72 h; active compounds read low; viability, % at 10 µM (by protocol); 86,000 tested, 1.1% active; AID 648;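 active = viability at or below 30%; inactive = viability above 30%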;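 note: 100% = median luminescence of DMSO-only cell control wells on each plate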
H69AR inhibit = growth inhibitors of human H69AR lung tumor cells; H69AR lung tumor viability, ATP luminescence, 72 h; active compounds read low; 85,000 tested, 6% active; viability, % at 10 µM; AID 598;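 active = viability at or below 40%; inactive = viability above 40%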;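 note: multidrug resistant small cell line overexpressing MRP-1 efflux transporter; 100% = mean luminescence of untreated control wells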
CYP2C19 inh = blocks human cytochrome P450 2C19. P33261. CYP2C19 Supersomes, luciferin-H EGE luminescence, 30 min. inhibition, % at 5 µM. 96,000 tested, 21% active;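 active = CYP2C19 inhibition above a set limit at 5 µM in the primary screen, cut at about 50% in these data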;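 note: plate controls were negative control wells for no effect and 2.5 mM tranylcypromine positive control for full effect; values of inactives mirror those of a sister screen read the other way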
CD11b adhes enh = CD11b/CD18-fibrinogen binding enhancement. activation, % at 10 µM. 93,000 tested, 0.07% active. K562 CD11b/CD18 adhesion to fibrinogen, ATPlite luminescence;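 active = 10 µM primary screen giving 50% or more activity, confirmed by 40% or more on retest at that dose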; note: strong numbers were not always called active
* hit, by the source's call; . = not tested or not shown; [ ] = remark or other dose.

SMILES	CYP2C19 act	Lung fibro prol	ERa coact pot	Mac1 fbg inh	ERa SRC1 inh	HUVEC inhibit	H69AR inhibit	CYP2C19 inh	CD11b adhes enh
Cc1cccc(C(C)(C)C)c1OCCn1ccnc1	0	100	107	-23	-8	112	94	98*	0
CCN(CC)C(=O)n1nc(C)c(CN2C(=O)c3ccccc3C2=O)c1C	.	97	104	.	-4	106	94	.	.
Cc1cccc(N2CN=c3s/c(=C\c4ccncc4)c(=O)n3C2)c1	0.4	103	113	6	-11	90	83	59*	-4
CCOC(=O)CSCc1c(C#N)c2ccccc2n1C	0	.	119	1	-9	103	103	100*	-1
COc1ccccc1NC(=O)CC1Nc2ccccc2NC1=O (stereo not drawn)	1	95	100	8	2[fluorescence artefact?]	82	93	3	-1
CC1Oc2ccccc2N(CC(=O)Nc2ccc3c(c2)OCO3)C1=O (stereo not drawn)	0.7	105	85[fluorescence artefact?]	4	9[fluorescence artefact?]	105	80	27	0
CCCc1nc(Nc2nc3ccccc3o2)nc(C)c1C(=O)OCC	0.8	98	116	6	-3	90	72	18	3
N/C(Cc1ccc([N+](=O)[O-])cc1)=N\OC(=O)c1ccc2ccccc2c1	1	74	119[fluorescence artefact?]	13	50*	24*	66	-4	-3
Cc1c(C#N)sc2nc(-c3ccccc3)nc(N3CCCC3)c12	1.1	98	124	4	-5	87	77	-10	7
N#Cc1ccsc1NC(=O)COc1ccc(-c2nnco2)cc1	0.2	101	31[fluorescence artefact?]	-8	80*[fluorescence artefact?]	109	93	78*	15
O=C1c2ccsc2SCCN1Cc1ccc(Cl)cc1	0.4	94	76[fluorescence artefact?]	-4	16	93	94	58*	-4
COc1ccc(S(=O)(=O)N2CCc3ccccc3C2)cc1OC	0.1	98	89	.	2	100	91	91*	.
CCCc1cc(NCC2CCCO2)n2c(nc3ccccc32)c1C#N (stereo not drawn)	1	89	104	4	-5	70	47	2	1
COCc1cc(C)nc(OCC(=O)N/N=C/c2cc(C)n(-c3c(C)cccc3C)c2C)c1C#N	0.7	.	.	5	.	.	.	28	1
Nn1c(SCC(=O)N2CCCCCC2)nnc1-c1ccncc1	0.7	101	102	2	-4	98	92	31	-3
CC(C)(C)n1nc2c(c1NC(=O)Cc1cccc3ccccc13)CS(=O)C2 (stereo not drawn)	0.9	99	88	-10	-4	93	94	5	-3
CCCCSc1nc(O)c(C2OC(=O)c3c2ccc(OC)c3OC)c(=O)n1C (stereo not drawn)	1	101	97	-6	3	88	83	1	1
O=C(c1ccc(COc2ccc(F)cc2)o1)n1cccn1	0.8	104	106	.	-2	103	108	18	.
CCOC(=O)c1ccc(NC(=O)CCc2nc(-c3cccc(C)c3)no2)cc1	1	124	109	-9	-7	36	103	0	4
CCN(CC)C(=O)C(=O)c1cccn1-c1ccccc1C#N	0.8	116	104	-10	-6	97	104	18	-4
COc1ccc(-c2cn3c(C)c(C(=O)Nc4cccc(NC(C)=O)c4)sc3n2)cc1	0.4	88	158[fluorescence artefact?]	.	22	23*	26*	59*	.
COCCSc1ccccc1C(=O)NCc1ccco1	0.8	96	103	-3	3	102	91	24	-3
CCCOc1ccc(N2C(=O)CC(SC(=NCC)Nc3cccc(F)c3)C2=O)cc1 (stereo not drawn)	.	71	104	.	3	56	58	.	.
CCOc1ccc(N(CC(=O)Nc2ccccc2)S(C)(=O)=O)cc1	0.1	92	124	4	-36	104	87	88*	0
Cc1cc(C)n(C(=O)Cn2nc(C(F)F)cc2C)n1	.	104	107[fluorescence artefact?]	.	-8	95	81	.	.
O=C(O)CNS(=O)(=O)c1cccc2nsnc12	1.1	97	87	6	-8	94	82	-6	-4
O=C(c1cccnc1NCc1ccc(F)cc1)N1CCOCC1	0.9	96	135	10	-3	95	93	15	-1
CC(=O)c1ccc(-n2nnnc2SCC(=O)N2CCc3ccccc3C2)cc1	.	99	106	.	-1	102	74	.	.
CN1CCN(c2ccccc2NC(=O)c2ccc(OCc3ccccc3)cc2)CC1	0.5	95	104	3	0	17*	.	48	0
CCOc1ccc(CC(C(N)=O)C(N)=O)cc1CN(C)C	1.1	94	96	.	-7	99	92	-11	.
COc1cc(OC)cc(-c2nnc(SCC(=O)Nc3cc(C)on3)o2)c1	.	74	393*[fluorescence artefact?]	.	-19[fluorescence artefact?]	94	66	.	.
CCOC(=O)N1CCN(C(=O)CCCn2c(=S)[nH]c3ccc(Br)cc3c2=O)CC1	0.3	98	137	6	-2	98	59	73*	-5
O=C(Nc1ccc(Br)cc1)c1ccccc1CC[N+](=O)[O-]	0.8	.	.	-13	.	.	.	16	-2
C/C(=N\NC(=O)c1nn(C)cc1Br)c1cccc(NC(=O)C2CCCC2)c1	0.7	.	.	10	.	.	.	28	1
COc1ccc(S(=O)(=O)NCCSC(C)(C)C)cc1	0	95	100	-41	-1	106	106	96*	-1
O=C(O)c1cc(S(=O)(=O)NCc2ccco2)c(Cl)cc1Cl	1.1	104	80	0	18	100	91	-12	-8
CC(C)n1c(SCC(=O)c2ccc3c(c2)OCCO3)nc2c1c(=O)n(C)c(=O)n2C	0.9	88	81	-5	2	91	73	14	-5
COc1ccc(C)cc1NC(=O)C1CCCN(S(=O)(=O)c2cnc[nH]2)C1 (stereo not drawn)	0.4	96	106	-6	-3	103	92	64*	-2
CCc1ccc(-c2nc(CN3CCC(C(=O)NCCN(CC)c4ccccc4)CC3)c(C)o2)cc1	0.9	17*	122	11	-3[fluorescence artefact?]	2.3*	1.6*	7	-3
O=S(=O)(c1cccc2nsnc12)N1CCN(C/C=C/c2ccccc2)CC1	0.7	97	107	19	-15	106	85	28	-2
Cc1c(C(=O)OCC(=O)N2CC(=O)Nc3ccccc32)oc2ccccc12	1.2	.	.	-7	.	.	.	-23	-1
COc1ccccc1NC(=O)c1ccc(S(=O)(=O)N2CCOCC2)cc1	0.9	100	142	-9	-6	98	90	14	-1
O=C(O)c1ccccc1CSc1ncn[nH]1	1.1	111	103	4	-3	102	92	-8	1
CS(=O)(=O)c1nc(-c2ccc(Br)cc2)cc(-c2ccccc2)c1C#N	0.4	1.9*	170	-10	21[fluorescence artefact?]	20*	1.2*	57*	-7
CCCn1c(=N)n(CCOCCOCCn2c(=N)n(CCC)c3ccccc32)c2ccccc21	.	100	96	.	-11	95	67	.	.

Three entries out of the list above, arranged by their value in CYP2C19 act, descending.
structure	CYP2C19 act
CCc1ccc(-c2nc(CN3CCC(C(=O)NCCN(CC)c4ccccc4)CC3)c(C)o2)cc1	0.9
CCCc1nc(Nc2nc3ccccc3o2)nc(C)c1C(=O)OCC	0.8
CC1Oc2ccccc2N(CC(=O)Nc2ccc3c(c2)OCO3)C1=O (stereo not drawn)	0.7

Following part
SMILES	CYP2C19 act	Lung fibro prol	ERa coact pot	Mac1 fbg inh	ERa SRC1 inh	HUVEC inhibit	H69AR inhibit	CYP2C19 inh	CD11b adhes enh
COc1cccc(-c2csc(N3CCN(C(=S)Nc4ccc(Cl)cc4)CC3)n2)c1	0.6	.	.	12	.	.	.	36	-2
CCCOc1ccc(C(CC(=O)O)NS(=O)(=O)c2ccc(NC(C)=O)cc2)cc1 (stereo not drawn)	1.1	105	114	45	-13	92	93	-14	-1
COc1ccc(NC(=O)C2CCN(c3cc(C)nc(-c4ccccc4)n3)CC2)cc1	0.8	89	104	40	1[fluorescence artefact?]	97	68	17	8
CCN(CC)C(=O)CN(c1cc2c(cc1OC)oc1ccccc12)S(=O)(=O)c1ccccc1	0.5	.	.	12	.	.	.	47	-3
CCCCC(O)(C(NC=O)C(=O)OC)C(F)(F)F (stereo not drawn)	0.9	99	36	-1	-5	96	93	14	-4
COc1ccc(-n2c(Cc3cccn3C)nnc2SCC(=O)N2CCC(C)CC2)cc1	0.8	97	107	-5	10	91	87	15	5
COc1ccc(OC)c(NS(=O)(=O)c2ccc3c(c2)CCC(=O)N3)c1	0.5	103	111	-1	-4	102	84	53*	1
O=C(CCCc1nc(-c2ccccc2)no1)Nc1cccnc1	0.9	100	114	6	-3	99	104	13	-2
CCCN(c1ccc(C(C)C)cc1)S(=O)(=O)c1c(C)noc1C	0.6	92	113	8	-4	99	92	38	1
CC(=O)Nc1ccc(Oc2cc(C#N)c(C#N)cc2N2CCOCC2)cc1	0.6	90	98	-4	1	94	80	42	0
C=CCn1c(=O)c(C(=O)NCCc2ccccc2)c(O)c2ccccc21	0.7	92	102	5	5	56	40	28	-1
CCOC(=O)C1=C(N)OC2=C(C(=O)CCC2)C1c1cccnc1 (stereo not drawn)	0.8	95	105	-3	-12	94	85	22	-3
CN(C)CCNc1oc(COc2ccc(Cl)cc2Cl)nc1C#N	0.9	105	76	-3	11	104	99	8	0
CCOC(=O)c1nnn(-c2nonc2N)c1-c1ccccc1	0.3	93	108	-2	-17	94	90	72*	0
CCC(=C(c1ccc(OC)cc1)c1ccc(OC)cc1)c1cn(CC(O)CN2CCN(C)CC2)c2ccccc12 (stereo not drawn)	0.9	21*	26[fluorescence artefact?]	19	70*[fluorescence artefact?]	3.0*	1.6*	7	8
Cc1noc(C)c1CSc1cc(C)c2ccccc2n1	0.1	90	100	-1	25[fluorescence artefact?]	97	22*	86*	0
CCC(C)NC(=O)C(NS(=O)(=O)c1ccc2c(c1)c(=O)n(C)c(=O)n2C)c1ccccc1 (stereo not drawn)	0.6	89	109	-4	0	96	75	37	-1
CCOc1ccc(OCC)c(NC(=O)C2C3C=CC(O3)C2C(=O)NCc2ccco2)c1 (stereo not drawn)	0.5	84	119	8	-20[fluorescence artefact?]	89	104	51*	1
O=C(O)COc1ccc2c(c1)OCCO2	1.1	107	111	3	4	99	102	-7	-2
CS(=O)(=O)N1CCc2cc(S(=O)(=O)Nc3ccc4c(c3)OCCO4)ccc21	0	.	.	14	.	.	.	99*	-2
c1ccc2[nH]c(SN3CCOCC3)nc2c1	1.2	99	87[fluorescence artefact?]	-5	-10[fluorescence artefact?]	108	65	-17	-6
CCOC(=O)c1ccc(NC2c3ncccc3C(=O)N2Cc2ccc(F)cc2)cc1 (stereo not drawn)	0.6	96	104	.	8	88	90	41	.
CCN(CCCNC(=O)C1CCN(S(=O)(=O)c2cnc[nH]2)CC1)c1ccccc1	0.3	.	.	-45	.	.	.	71*	11
Cc1ccc(SC(CC(=O)c2ccc(C)cc2)C(=O)O)cc1 (stereo not drawn)	0.6	.	.	-30	.	.	.	45	-1
COC(=O)c1cc(S(=O)(=O)N2CCC(C)CC2)ccc1F	0.1	96	105	-10	2	102	105	88*	5
Cc1cc(C)c2c(=O)[nH]c(SCC(=O)c3ccc(C(C)C)cc3)nc2n1	0.9	96	558*[fluorescence artefact?]	9	12[fluorescence artefact?]	83	88	15	-3
CCOC(=O)N1CCC(NC(=O)C2CCN(S(=O)(=O)c3c(C)noc3C)CC2)CC1	1	107	108	4	-8	93	101	-2	-2
COC(=O)c1cc(=O)nc2scc(C)n12	.	95	130	.	-12	95	96	.	.

A few values from the results shown.
Result of `CS(=O)(=O)N1CCc2cc(S(=O)(=O)Nc3ccc4c(c3)OCCO4)ccc21` under CYP2C19 inh: 99*
Result of `Cc1noc(C)c1CSc1cc(C)c2ccccc2n1` under Lung fibro prol: 90
Result of `Cc1cc(C)c2c(=O)[nH]c(SCC(=O)c3ccc(C(C)C)cc3)nc2n1` under H69AR inhibit: 88
Result of `c1ccc2[nH]c(SN3CCOCC3)nc2c1` under Mac1 fbg inh: -5
Result of `CCOC(=O)N1CCC(NC(=O)C2CCN(S(=O)(=O)c3c(C)noc3C)CC2)CC1` under ERa coact pot: 108
